# Assay outcomes as filed in PubChem.
# Growth percent in the NCI-60 one-dose screen (48 h, 10 µM unless noted): 100 = growth as untreated, 0 = no growth, -100 = all killed.
# HCT-15 – HCT-15 colon cancer; AID 1794746; 82,000 compounds, 5.2% hits
# KM12 – KM12 colon cancer cells | 82,000 compounds, 5% hits
# SW-620 – SW-620 colon cancer; 82,000 compounds, 5.2% hits; AID 1794795
# HCT-116 – HCT-116 colon cancer. 82,000 compounds, 7.3% hits. AID 1794798
# COLO 205 – COLO 205 colon cancer; 79,000 compounds, 7.3% hits; AID 1794742
# SNB-75 – SNB-75 CNS cancer; 79,000 compounds, 5% hits; AID 1794750
# HCC-2998 – HCC-2998 colon cancer. 79,000 compounds, 4.7% hits
# A498 – A498 renal cancer cells | 76,000 compounds, 5.4% hits
# HT29 – HT29 colon cancer. 81,000 compounds, 7.4% hits. AID 1794748
# Active calls of the source: *; x = no result given; [ ] = dose if it differs, or a comment. Rule for the calls: active = growth percent below 10; inactive = the rest.
# Value order – HCT-15	KM12	SW-620	HCT-116	COLO 205	SNB-75	HCC-2998	A498	HT29
CN1C=C(c2ccc3ccccc3n2)C(c2c[nH]c3ccccc23)c2ccccc21 (configuration not stated)
  75.3	85.0	79.6	47.8	104.3	84.0	107.6	110.9	59.5
CC1CCCN(C2CCN(S(=O)(=O)c3ccccc3)CC2)C1 (configuration not stated)
  96.5	97.6	97.2	106.6	97.9	x	x	91.0	100.5
Cc1cc2c(c3c1C(=O)CC3)C(C)(C)C(C)C2(C)C (configuration not stated)
  102.8	105.0	106.1	93.1	107.3	99.6	111.7	118.5	89.2
CN(C)c1oc(/C=C/C=C/c2nc(C#N)c(N(C)C)o2)nc1C#N
  113.4	113.9	113.7	106.4	117.1	117.0	104.5	110.7	108.4
CN1C(=O)c2ccccc2Cc2c(NCc3ccccc3)ncnc21
  82.6	87.5	101.9	87.9	107.3	73.0	106.1	86.2	104.2
C(=N\Nc1nnn(Cc2ccccc2)n1)/c1ccccc1
  23.1	19.4	35.2	43.8	36.9	75.0	45.6	38.2	20.1
COc1cc(C2NC(c3ccc(Cl)cc3)C(C)/C(=N/NC(N)=S)C2C)cc(OC)c1OC (configuration not stated)
  81.9	88.6	106.0	73.1	x	81.0	126.4	129.3	64.7
CCCn1c(N)c(C(=O)CNc2ccc(I)cc2)c(=O)[nH]c1=O
  22.7	43.7	35.3	32.3	75.5	81.8	74.2	49.2	41.7
Cc1[nH]c(=S)[nH]c(=O)c1CCC1OCCO1
  104.2	102.4	128.5	110.8	120.4	100.8	111.1	181.9	104.1
O=C1C2CC3CC1CC(O)(C3)C2
  100.9	109.6	103.8	106.3	114.3	94.5	105.6	92.3	105.5

# Single records, from the list above:
# CCCn1c(N)c(C(=O)CNc2ccc(I)cc2)c(=O)[nH]c1=O in the list: HCT-15 = 22.7; KM12 = 43.7; SW-620 = 35.3; HCT-116 = 32.3; COLO 205 = 75.5; SNB-75 = 81.8; HCC-2998 = 74.2; A498 = 49.2; HT29 = 41.7
# Cc1[nH]c(=S)[nH]c(=O)c1CCC1OCCO1 in the list: HCT-15 = 104.2; KM12 = 102.4; SW-620 = 128.5; HCT-116 = 110.8; COLO 205 = 120.4; SNB-75 = 100.8; HCC-2998 = 111.1; A498 = 181.9; HT29 = 104.1

# (list continues)
# Value order – HCT-15	KM12	SW-620	HCT-116	COLO 205	SNB-75	HCC-2998	A498	HT29
O=C(NCCNc1cc(-c2cn(-c3ccccc3)nc2-c2cccc(O)c2)ccn1)Nc1ccc(Cl)c(C(F)(F)F)c1
  2.5*	37.9	46.8	50.6	92.9	42.8	-77.7*	72.5	34.8
OC1(c2ccccc2)CN(Cc2ccccc2)CC(c2ccccc2)O1 (configuration not stated)
  89.0	103.2	96.5	92.7	115.8	x	98.8	84.4	99.6
O=C(C1CC1)N1CCN(c2nc(NCCN3CCOCC3)ncc2Br)CC1
  95.6	101.7	102.1	104.6	108.6	95.0	96.6	102.4	105.3
NC(=O)CSCC(N)=O
  98.1	107.9	107.3	102.2	116.0	79.7	112.3	84.4	104.3
NC(=O)c1nn(-c2ccccc2)nc1N1CCOCC1
  102.5	100.7	103.2	106.7	116.5	77.6	112.1	97.4	110.1
CCCCc1nc(Cl)c(CO)n1Cc1ccc(-c2ccccc2-c2nn[nH]n2)cc1
  106.1	102.8	102.9	101.7	96.6	100.5	104.2	119.2	107.7
O=C(O)C(CCCCN1C(=O)c2ccccc2C1=O)N1C(=O)c2ccccc2C1=O (configuration not stated)
  98.6	107.0	94.0	101.9	116.4	87.7	100.1	65.0	89.4
CC1=C(C(=O)OCc2ccccc2)C(c2c(O)cc(O)cc2O)n2c(nc3ccccc32)N1 (configuration not stated)
  39.0	46.3	x	26.1	63.5	13.0	86.4	102.4	38.7
O=C(O)C=C(c1ccccc1)c1ccccc1
  104.8	99.2	101.5	106.1	115.8	101.4	104.9	97.7	93.4
Nc1nc2cc(Cl)c(Br)cc2o1
  103.3	98.9	103.2	100.2	104.7	83.7	x	81.7	102.9
Nc1nc(-c2cccc([N+](=O)[O-])c2)c(N=Nc2ccccc2)s1
  38.3	44.0	64.9	54.8	63.1	63.2	71.6	x	61.3
CC(C)C[C@H]1[C@@H]2O[C@@H]2[C@H](CC(C)C)N(Cc2ccccc2)S(=O)(=O)N1Cc1ccccc1
  69.8[5 µM]	93.3[5 µM]	98.1[5 µM]	48.6[5 µM]	86.6[5 µM]	75.1[5 µM]	85.8[5 µM]	92.0[5 µM]	51.4[5 µM]
Nc1cc(=O)[nH]cn1
  98.4	103.5	103.5	76.6	102.4	87.7	100.6	89.1	97.6
COc1ccc(C(=O)/C=C/c2cc(-c3cc(OC)c(OC)c(OC)c3)n[nH]2)cc1OC
  -16.4*	-86.7*	-64.0*	-88.7*	-65.7*	33.2	-77.2*	4.2*	-71.0*
Nc1cccc(C(=O)Nc2cccc3ccc(O)cc23)c1
  103.3	96.0	93.7	98.6	102.4	80.2	103.5	103.5	94.1
O=C(O)C(O)c1ccc(Cl)c(Cl)c1 (configuration not stated)
  111.2	103.5	105.3	112.7	104.5	112.3	99.7	70.3	108.0
C=CCOc1ccc2c(c1)CC[C@@H]1[C@@H]2CC[C@]2(C)C[C@@H](O)C[C@@H]12
  69.1	82.0	79.6	83.5	111.7	80.6	75.1	x	87.5
CCCCNC(=O)c1cccc(C2CCCCC2)c1O
  93.6	85.4	101.4	97.5	111.3	122.7	103.3	73.7	83.2
Clc1ccc(C2=Nn3c(N/N=C/c4ccco4)nnc3SC2)cc1
  104.8	113.1	101.6	112.6	112.7	85.5	116.8	94.6	100.3
O=C1c2c(c3c4cc(O)ccc4oc3c3[nH]c4ccccc4c23)C(=O)N1O
  15.2	-17.2*	4.5*	-45.8*	61.5	-8.5*	34.6	-9.9*	-64.6*
CCOC(=O)/C(=C\CC/C(C)=C/CC/C(C)=C/CCc1ccsc1)CC(=O)O
  98.7	103.1	108.8	97.3	125.5	95.3	116.8	91.7	123.5
C1CCC(OC2CSC2)OC1 (configuration not stated)
  107.2	103.5	102.4	106.2	109.1	95.9	106.4	87.3	109.8
O=c1c2cccc(F)c2sc2c(NCc3ccccc3)nc3ccccc3c12
  84.5	93.7	99.3	80.6	106.3	93.8	111.8	72.1	94.9
Cc1ccc2c(/C=C/C(=O)c3cc(CN4CCOCC4)c(O)c4nc(C)ccc34)cc(CN3CCOCC3)c(O)c2n1
  0.6*	-59.3*	1.1*	-22.9*	-25.8*	23.3	22.7	-16.5*	-6.3*
C#CCOc1ccc(C(Nc2ccc(F)c(F)c2)c2nnnn2C2CCCCC2)cc1 (configuration not stated)
  84.6	93.0	94.5	63.6	104.4	94.2	96.2	x	96.2
Cc1nc2cc(Nc3nc(Nc4ccc(F)cc4)nc(-c4cccs4)n3)ccc2n1Cc1ccccc1
  30.3	25.2	68.1	24.2	56.8	52.2	72.1	56.0	20.5
Nc1nc(Nc2ccccc2)n(Cc2c(F)cccc2F)n1
  101.5	103.2	102.7	91.2	128.5	116.1	107.4	121.3	119.2
COc1ccc(S(=O)(=O)NCCCNc2cc(-c3cn(-c4ccccc4)nc3-c3ccccc3)ccn2)cc1
  50.9	53.7	70.5	62.7	58.8	56.5	74.9	69.7	20.4
COc1ccc2c(c1C)CCC(C)(C#N)C2=O (configuration not stated)
  101.7	115.3	104.7	99.4	124.0	86.3	100.2	86.5	105.6
O=c1nc(N2CCOCC2)oc2c(-c3cccc4ccccc34)cccc12
  93.3	87.3	97.9	96.7	103.2	46.9	109.3	8.0*	89.6
COc1ccc(-c2nc(-c3ccccn3)c(-c3ccccn3)n2CC(C)C)cc1OC1CCCC1
  33.9	8.2*	21.9	14.7	12.1	20.5	24.4	-14.3*	12.2
COC(=O)C1CC(n2cc(S(=O)(=O)c3ccc(C)cc3)nn2)CN1C(=O)c1cc(OC)c(OC)c(OC)c1 (configuration not stated)
  99.8	113.5	97.0	103.1	107.8	x	107.5	x	106.5
CCc1nc2ccccc2[nH]1
  107.8	113.0	104.2	102.2	x	91.1	110.5	96.1	107.8
COc1cc(/C=C/C(=O)c2ccc(B(O)O)cc2)cc(OC)c1OC
  60.6	62.4	89.9	49.2	96.0	84.3	73.4	95.5	63.1
O=C1CN(/N=C/c2ccco2)C(=O)N1
  104.9	109.5	106.5	98.1	102.5	84.7	98.7	x	105.5
COc1ccc(-c2nc(SCC(C)C)nc(Nc3ccc(/C(C)=N\NC(N)=S)cc3)c2C#N)cc1
  76.6	71.8	73.6	64.2	95.0	138.9	101.2	90.5	66.9
COc1ccc(-c2nnc3n(C)c(=O)c4ccccc4n23)cc1N
  27.2	28.3	20.3	20.2	-22.2*	7.9*	49.7	-8.1*	4.9*
CCc1cccc(CC)c1NC(N)=S
  83.0	91.3	99.9	100.3	110.4	71.3	x	105.2	92.2
CCCC(C)(NC(=O)c1ccccc1)C(=O)O (configuration not stated)
  99.9	97.3	97.9	93.3	102.5	91.8	96.1	x	107.3
Nc1ccc2ccc(NS(=O)(=O)N3CCCCC3)cc2c1
  18.6	15.0	27.9	10.0*	-40.9*	30.1	-3.2*	29.3	4.3*
COc1ccc(C(=O)CC2c3ccccc3NC(=O)N2Cc2ccccc2)cc1OC (configuration not stated)
  102.3	104.8	113.7	91.9	109.3	73.6	93.8	102.4	101.5
N=C(N)SCc1cc2c(cc1Br)OCO2
  94.1	x	92.5	81.5	93.2	79.7	92.8	77.5	93.6
CCOc1ccc(NC(=O)CC(C)=O)cc1
  104.8	101.2	98.9	106.7	110.2	96.6	x	x	105.4
CCCCn1c(C)nc2cc(Nc3nc(N4CCCC4)nc4nc[nH]c34)ccc21
  90.9	92.2	98.2	88.0	95.2	87.4	113.7	59.3	91.0
CCOC(=O)Nc1cc(Cl)ccc1Cl
  101.9	108.3	108.8	112.3	120.8	87.3	102.0	92.0	111.0
CCCCCOC(=O)Nc1ncccn1
  98.0	104.1	106.1	93.2	105.9	92.8	99.3	88.4	102.2
CN1CCN(C(=S)S)CC1
  100.3	106.7	113.9	106.6	80.9	105.1	106.8	118.3	75.5
O=C1N(CCc2ccccc2)c2ccc(Br)cc2C12NN=C(c1ccccc1)S2 (configuration not stated)
  26.9	44.1	36.0	36.4	75.2	64.5	50.2	48.0	70.7
CC(CCN1CN(CCC(C)CC(C)(C)C)CN(CCC(C)CC(C)(C)C)C1)CC(C)(C)C (configuration not stated)
  108.7	104.0	101.8	96.1	100.5	100.7	114.2	91.7	93.8
O=C(CSc1nnc(-c2c[nH]c3ccccc23)o1)Nc1cc([N+](=O)[O-])ccc1F
  121.9	115.8	103.7	92.0	90.8	94.2	91.3	112.4	113.7

# Other records
# Value order – HCT-15	KM12	SW-620	HCT-116	COLO 205	SNB-75	HCC-2998	A498	HT29
N#Cc1ccc(C(=O)CSc2nnc3n4c(nn23)SCC(c2ccccc2)=N4)cc1
  107.5	107.2	107.7	105.5	122.5	95.7	105.8	78.3	111.7
CCOC(OCC)c1ccc(OC)cc1
  100.0	97.2	104.1	107.7	105.6	86.1	100.1	108.8	102.7
CCOC(=O)c1nn(C2CCCCO2)c2ccc(NC(=O)COc3cccc4cccnc34)cc12 (configuration not stated)
  101.0	105.3	103.3	94.3	118.4	103.8	108.0	100.4	112.0
O=C(CNc1ccccc1)Nc1ncc(Cc2ccc(Cl)cc2)s1
  75.7	83.3	87.2	89.1	101.8	76.7	91.5	98.3	93.5
FC(F)(F)c1ccc(-c2nc(-c3cc(-c4ccco4)nc(-c4ccco4)c3)cc3c2[nH]c2ccccc23)cc1
  91.3	98.2	92.8	73.1	101.4	76.6	114.1	75.0	104.1
CC(=O)Nc1ccc(/C=N\NC(=O)CCCC(=O)N/N=C/c2ccc(NC(C)=O)cc2)cc1
  108.9	107.8	101.0	115.5	105.6	101.5	108.3	100.6	x
COC1=CC(n2cccc2)=N/C1=C\c1[nH]c(C)c(C(=O)OCc2ccccc2)c1C
  88.4	99.2	95.0	67.4	50.7	85.4	120.8	69.9	69.2
CCC(=O)Oc1ccc(C(C)(C)C)cc1
  97.8	108.9	104.9	103.0	112.0	98.3	107.8	74.6	100.7
C/C(=N\N=C1/C(=O)Nc2ccccc21)c1ccc2c(c1)Nc1ccccc1S2
  48.6	66.4	63.5	16.2	52.6	44.0	75.7	28.2	71.5
Cc1ccc(S(=O)(=O)Oc2ccccc2-c2ccccc2)cc1
  23.2	15.6	20.8	14.6	8.9*	-12.1*	46.3	6.8*	5.1*
SCCCCCCCCCCS
  103.8	109.7	100.7	101.6	101.3	85.9	105.0	108.6	118.8
CC/C=C\C[C@H](O)C/C=C1/C(=O)C=C[C@]1(C)C/C=C\CCCC(=O)OC
  101.0	106.2	107.7	96.4	101.0	92.0	88.9	82.3	94.0
CC(NC(=O)C(C)Oc1ccc(Cl)cc1Cl)C(=O)O (configuration not stated)
  98.3	108.5	104.8	89.6	x	x	94.4	112.7	x

# Quoted at random: 3 records from the list.
# Value order – HCT-15	KM12	SW-620	HCT-116	COLO 205	SNB-75	HCC-2998	A498	HT29
FC(F)(F)c1ccc(-c2nc(-c3cc(-c4ccco4)nc(-c4ccco4)c3)cc3c2[nH]c2ccccc23)cc1
  91.3	98.2	92.8	73.1	101.4	76.6	114.1	75.0	104.1
CC(=O)Nc1ccc(/C=N\NC(=O)CCCC(=O)N/N=C/c2ccc(NC(C)=O)cc2)cc1
  108.9	107.8	101.0	115.5	105.6	101.5	108.3	100.6	x
C/C(=N\N=C1/C(=O)Nc2ccccc21)c1ccc2c(c1)Nc1ccccc1S2
  48.6	66.4	63.5	16.2	52.6	44.0	75.7	28.2	71.5
